Screening results deposited in PubChem by several laboratories.
SUMO1-SIM PPI – modulators of human SUMO1-mediated protein-protein interactions. P63165. SUMO1 binding to a labelled peptide, TR-FRET, 1 h. inhibition, % at 20 µM. hit rate 0.33% among 360,000. AID 602429; in the data active = inhibition above about 37%
Target sequence (P63165 whole entry, looked up): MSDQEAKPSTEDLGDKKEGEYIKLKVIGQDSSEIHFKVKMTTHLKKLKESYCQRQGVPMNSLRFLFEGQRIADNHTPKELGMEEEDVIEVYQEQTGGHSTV
DNMT1 inh – blocks human DNA methyltransferase DNMT1; P26358; DNMT1 molecular beacon, Hinp1I cleavage, fluorescence; inhibition (reported as % activation of signal), % at 10 µM; hit rate 0.83% among 360,000; in the data active = inhibition above about 50%
NadD inh – blocks S. aureus nicotinate mononucleotide adenylyltransferase; AID 602399; inhibition, % at 20 µM; hit rate 0.78% among 360,000; purified NadD enzyme, colorimetric absorbance read-out; in the data active = inhibition above about 26%; note: some compounds past the cut are filed as inactive
PABP1 MLLE inh – blocks PAM2 peptide binding to the PABP1 MLLE domain | AID 588489 | inhibition, % at 20 µM | GST-MLLE / FITC-PAM2 fluorescence polarization | hit rate 0.36% among 360,000 | P11940; in the data active = inhibition above about 35%, passing the limit was not always enough;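 note: plate controls were DMSO wells with GST-MLLE for no effect and wells lacking GST-MLLE protein for full effect; some results filed as inactive read as strong as hits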
LMPTP block – LMPTP (human) inhibition. P24666. recombinant LMPTP-A, OMFP fluorogenic substrate, fluorescence intensity. inhibition, % at 20 µM. hit rate 0.22% among 360,000;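 active = compounds that cut the enzyme signal by at least half of the control window in the single-dose screen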;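 note: plate controls were DMSO wells with enzyme plus substrate for no effect and substrate without enzyme for full effect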
Target sequence (P24666 whole entry, looked up): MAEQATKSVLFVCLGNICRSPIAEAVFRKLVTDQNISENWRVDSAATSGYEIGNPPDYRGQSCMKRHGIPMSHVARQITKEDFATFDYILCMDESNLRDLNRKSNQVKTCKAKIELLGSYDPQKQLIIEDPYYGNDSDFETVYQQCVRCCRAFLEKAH
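Buffer or medium: Bis-Tris pH 6.0, DTT, detergent; Assay system: LMPTP-A enzyme; Quantity: 0.625 nM enzyme; Detection: endpoint fluorescence intensity; Times: 50 min dark incubation at room temperature; Controls: substrate-only low control, DMSO enzyme-plus-substrate high control; Doses: single 20 µM dose; Read-out: percent inhibition versus substrate-only and uninhibited controls; Reagent: 400 µM OMFP.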
CSN deneddyl inh – CSN deneddylation inhibition; Purified CSN, SCF-Nedd8-OG deneddylation, fluorescence polarization; inhibition, % at 12.5 µM; hit rate 0.38% among 360,000; AID 651999;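 active = pattern-corrected inhibition above about 35%, with an unprinted fluorescence ratio check between 0.5 and 1.5, limit read from the data, passing the limit was not always enough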;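 note: 0% = enzyme with substrate and 100% = substrate without enzyme; some results filed as inactive read as strong as hits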
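Assay system: purified human Csn5 enzyme expressed in HEK293T cells; measure: % inhibition; also added: SCFSkp2-Nedd8OG substrate at 10 nM final; technique: fluorescence polarization; times: reaction 90 min, room temperature; medium: Tris buffer pH 7.5, NaCl, DTT, Tween-20, trehalose, ovalbumin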
STEP block – inhibitors of human striatal-enriched phosphatase STEP; recombinant STEP, OMFP fluorogenic substrate, fluorescence; hit rate 0.25% among 360,000; inhibition, % at 20 µM;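 active = inhibition at 20 µM, scaled per plate between control wells, above about 37%, limit read from the data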;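 note: 0% = DMSO with enzyme and substrate and 100% = substrate only without enzyme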
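Test system: STEP tyrosine phosphatase / Reagent: OMFP at 25 µM / Doses: 20 µM, 1% DMSO / Read-out: percent inhibition scaled to no-enzyme and uninhibited-enzyme controls, plate-pattern corrected / Detection: FITC-channel fluorescence of OMFP product / Medium: Bis-Tris buffer pH 6.0, 2.5 mM DTT, 0.005% Tween 20 / Schedule: 20 min at room temperature, dark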
Rpn11 block – blocks the human proteasome subunit Rpn11 | AID 588493 | human 26S proteasome, Ub4-pepOG fluorescence polarization; 20S core pre-blocked with epoxomicin | calls only at 20 µM | hit rate 0.59% among 360,000;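 active = inhibition at 20 µM, scaled to each plate's controls, above about 33%, limit read from the data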
Target sequence (O00487 whole entry, looked up): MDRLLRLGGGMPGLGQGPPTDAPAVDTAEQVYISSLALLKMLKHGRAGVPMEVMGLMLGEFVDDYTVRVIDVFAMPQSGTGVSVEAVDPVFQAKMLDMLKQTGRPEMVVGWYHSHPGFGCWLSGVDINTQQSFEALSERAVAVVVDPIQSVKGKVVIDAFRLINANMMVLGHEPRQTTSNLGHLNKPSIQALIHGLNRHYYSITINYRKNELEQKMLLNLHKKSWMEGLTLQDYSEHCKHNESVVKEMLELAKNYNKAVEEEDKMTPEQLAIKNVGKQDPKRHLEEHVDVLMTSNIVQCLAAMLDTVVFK
TbMetRS inhib – blocks T. brucei methionyl-tRNA synthetase activity; purified T. brucei MetRS, ATP depletion, Kinase-Glo luminescence; inhibition, % at 11.9 µM; hit rate 0.4% among 360,000;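 active = inhibition above a per-plate cutoff of the control wells' mean inhibition plus 3 SD, cut at about 5.5% in these data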;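 note: 0% = DMSO wells median and 100% = median of wells with control inhibitor compound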
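Test system: purified T. brucei MetRS enzyme. Also added: ATP, methionine and E. coli bulk tRNA substrates. Compound: 11.9 µM single point. Schedule: 15 min enzyme-compound preincubation, 2 h reaction, 10 min detection, 25 °C. Signal: luciferase luminescence of residual ATP, Kinase-Glo. Evaluation: percent inhibition versus plate control medians. Controls: DMSO wells, low control.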
Scp1 inh – blocks human Scp-1 phosphatase activity; Q9GZU7; Recombinant Scp1, phosphopeptide, malachite green phosphate absorbance; inhibition, % at 20 µM; hit rate 0.88% among 340,000; AID 493091;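 active = inhibition above about 50% at 20 µM, limit read from the data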;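 note: plate controls were DMSO wells with enzyme for no effect and wells lacking enzyme for full effect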
Target sequence (Q9GZU7 76-261 limits assumed): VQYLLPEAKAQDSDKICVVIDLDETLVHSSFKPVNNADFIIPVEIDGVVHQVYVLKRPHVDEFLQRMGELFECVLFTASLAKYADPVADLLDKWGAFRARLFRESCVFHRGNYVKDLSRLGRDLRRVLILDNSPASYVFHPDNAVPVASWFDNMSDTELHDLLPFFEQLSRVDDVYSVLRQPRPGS
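Test system: SCP-1 phosphatase catalytic domain, residues 76-261 | Compound dosing: One concentration, 20 µM, with 1.0% DMSO | Schedule: 45 min room-temperature reaction, 5 min colour, 30 min stabiliser | Detection: Absorbance at 630 nm | Read-out basis: % inhibition of SCP-1 phosphate liberation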
Starred values were filed as active, the others as inactive; i = inactive; nt = no result given; + = active, no number. Outcome played no part in choosing rows; about 3.6% have a hit in one of these screens.

SMILES | SUMO1-SIM PPI | DNMT1 inh | NadD inh | PABP1 MLLE inh | LMPTP block | CSN deneddyl inh | STEP block | Rpn11 block | TbMetRS inhib | Scp1 inh
CCN1CCN(S(=O)(=O)c2ccc(C)c([N+](=O)[O-])c2)CC1 | -3 | -3 | -7 | 8 | -2.5 | -21 | -2 | i | 0.3 | 0
CCCCCN(C(=O)CCC(=O)OCCOc1cccc(C)c1)c1c(N)n(CCCC)c(=O)[nH]c1=O | 0 | -5 | -7 | -12 | 1.6 | 3 | 2 | i | -0.5 | -8
CCOC(=O)c1c(-c2ccc(C)o2)csc1NC(=O)CN1CCN(CC)CC1 | 1 | -2 | -1 | 12 | -0.1 | 0 | 2 | i | -0.3 | -8
O=C(O)c1cccc(S(=O)(=O)Nc2ccc(Oc3ccccc3)cc2)c1 | 4 | 9 | -2 | -6 | 3.5 | -1 | 12 | i | 0.1 | 20
C=CCNc1ncnc2c1ncn2[C@H]1CN(CCN2CCOCC2)C[C@@H](CO)O1 | -1 | 0 | 2 | -12 | 0.7 | 3 | 2 | i | -0.3 | nt
Cc1cccc(N2C(=O)CC(Sc3ncn[nH]3)C2=O)c1 (stereo not given) | 0 | -1 | 9 | 28 | -1.4 | 3 | 5 | i | -0.4 | -4
C=CCNC(=O)c1onc(CSc2nc3ccccc3[nH]2)c1C(=O)NCC=C | 5 | 1 | -2 | -8 | -0.5 | 3 | -1 | i | -0.2 | -4
CCOc1ccc(CN2C(=O)CCC2(C)C(=O)NCc2cccnc2)cc1 (stereo not given) | -2 | 1 | 6 | 7 | -0.6 | 6 | 0 | i | -0.5 | -13
Cc1ccc(C(=O)CN2C(=O)C(=O)N(Cc3ccccc3)C2=O)cc1 | -1 | 0 | -8 | 3 | 1.1 | -19 | 1 | i | 0.0 | -10
CC1=C(C(=O)N(C)C)CC(CC(=O)NC2CC2)C(=O)N1CCC1=CCCCC1 (stereo not given) | 4 | 3 | 4 | -5 | -1.1 | -7 | 8 | i | -0.4 | nt
CCCCCCC1CC(CSc2ncn[nH]2)OC1=O (stereo not given) | -2 | 4 | 5 | 11 | -0.3 | -3 | 1 | i | -1.3 | 5
COc1cc(-n2c(C)nc3cc(C(=O)NCc4ccco4)ccc32)cc(OC)c1OC | 0 | 0 | -2 | 5 | -1.4 | -3 | -4 | i | -1.2 | -3
Cc1ccccc1NP(=O)(c1ccccc1)c1nc2ccccc2s1 (stereo not given) | 0 | -2 | -8 | 9 | -0.2 | 12 | 0 | i | -0.4 | -11
Cc1nc(SCC(=O)N2CCOCC2)c2c(=O)n(C)c(=O)n(C)c2n1 | 5 | -1 | -7 | 7 | -2.6 | 2 | 0 | i | -0.4 | -2
COc1ccc(-c2ccc([C@H]3[C@@H]4C=CCC[C@@]4(C)C(=O)N3Cc3ccccc3)c(F)c2)cc1OC | 6 | -15 | 1 | 2 | 7.1 | -3 | 0 | i | -0.3 | -9
CC1(C(=O)Nc2ccc3c(c2)OCCO3)CCC(=O)N1C1CCN(Cc2ccccc2)CC1 (stereo not given) | 4 | -2 | -8 | 1 | -0.9 | 1 | 2 | i | -0.6 | nt
S=C(c1ccc(-c2cc(Cl)ccc2Cl)o1)N1CCCCC1 | 0 | 4 | 0 | 13 | 2.7 | -5 | 5 | i | 0.5 | -12
CCN(CC)C(=O)c1sc2nc(-c3cccs3)cc(-c3ccc(Cl)cc3)c2c1N | -12 | -1 | 44* | -44 | 2.5 | 2 | -4 | + | 0.3 | -6
COc1ccc(C(=O)NCc2cc3ccccc3n2C)cc1 | 3 | -1 | -1 | -2 | 0.3 | 2 | 2 | i | 0.1 | -12
COCC(=O)OCc1cc2cccc(C)c2[nH]c1=O | -4 | 2 | -3 | 4 | -1.4 | 0 | -4 | i | -0.1 | -2
CC1CCCCN1C(=O)Cn1cc(C(=O)c2ccco2)c2ccccc21 (stereo not given) | 4 | -1 | -4 | 6 | -0.6 | -1 | -2 | i | -0.1 | -7
CCCC12CN(C(=O)c3ccco3)CC(CCC)(CN(C(=O)c3ccco3)C1)C2=O | -4 | -1 | -7 | -9 | -1.3 | 0 | -2 | i | -0.6 | 10
C#CCOCCOCCOCCNc1nc(N2CCN(C(=O)CCCCCCCCCCNC(=O)[C@H](CO)n3cc(CCCSC)nn3)CC2)nc(N2CCN(C(=O)CCCCCCCCCCNC(=O)[C@H](CO)n3cc(CCCSC)nn3)CC2)n1 | 2 | -24 | 6 | 6 | 11 | -5 | 4 | i | -0.4 | 11
O=C(CN1C(=O)C2C3C=CC(C3)C2C1=O)NCC1COc2ccccc2O1 (stereo not given) | 17 | 8 | 0 | 1 | 0.3 | -2 | 2 | i | -1.6 | 5
COc1ccccc1-c1nnc(SCC(=O)Nc2cccnc2Cl)n1C | 3 | 5 | -3 | 17 | -1.4 | 1 | -1 | i | -0.3 | -6

Part of the list above, reduced to STEP block.
mol	STEP block
S=C(c1ccc(-c2cc(Cl)ccc2Cl)o1)N1CCCCC1	5
CCN(CC)C(=O)c1sc2nc(-c3cccs3)cc(-c3ccc(Cl)cc3)c2c1N	-4

The list goes on.
SMILES | SUMO1-SIM PPI | DNMT1 inh | NadD inh | PABP1 MLLE inh | LMPTP block | CSN deneddyl inh | STEP block | Rpn11 block | TbMetRS inhib | Scp1 inh
CCN(CC)S(=O)(=O)c1ccc(Cl)c(NC(=O)CCCCl)c1 | -5 | 12 | 3 | 0 | -2.0 | 5 | 0 | i | -1.1 | -2
COc1cc(OC)cc(C(=O)N=c2sc3ccccc3n2C)c1 | -4 | 2 | 2 | 4 | 1.2 | -12 | 0 | i | -0.6 | -5
CCOc1ccc2nc(N3C(=O)C(O)=C(C(=O)c4ccco4)C3c3ccco3)sc2c1 (stereo not given) | -5 | 36 | 13 | 2 | 11 | 7 | 7 | i | -0.2 | 10
COc1ccc(CN(C(=O)c2snc(C(N)=O)c2N)C(C(=O)NC2CCCC2)c2ccco2)cc1 (stereo not given) | -17 | -2 | -5 | -5 | 4.9 | 2 | 0 | i | 0.6 | -1
CS(=O)(=O)N(CCCC(=O)N1CCCCCC1)c1cccc(Cl)c1 | 2 | 2 | -4 | 4 | -0.1 | 0 | 0 | i | 0.6 | -4
O=C(NCCCn1ccnc1)/C(=C/c1ccco1)NC(=O)c1ccccc1 | 1 | 1 | 0 | 14 | -3.2 | 1 | -16 | i | -0.1 | -8
CCOC(=O)C1CCCN(C(=O)c2cccc([N+](=O)[O-])c2C)C1 (stereo not given) | -5 | 4 | 3 | 4 | 1.0 | -3 | 3 | i | 0.7 | -1
COc1ccc(-n2c(-c3ccc(Cl)cc3)c[n+]3c2CCCCC3)cc1 | -1 | 6 | 1 | 0 | -0.7 | -3 | -2 | i | -0.4 | 5
O=C(N/N=C/c1ccc(F)cc1)c1sccc1OCc1ccc(F)cc1 | -3 | 0 | 3 | 0 | 4.1 | 1 | 5 | i | -0.6 | 4
CN(C(=O)c1ccc(F)c(S(=O)(=O)N2CCOCC2)c1)C1CCCCC1 | -1 | 3 | 0 | 10 | -0.4 | -4 | 0 | i | 0.0 | -5
Cc1ccc(S(=O)(=O)N[C@@H](CC(C)C)C(=O)N2CCC(C(=O)N[C@H](C(=O)O)C(C)C)CC2)cc1 | 3 | 2 | 8 | 14 | -1.6 | -6 | 0 | i | -1.7 | -1
CCC(Sc1nc2ccsc2c(=O)n1Cc1ccc(C(=O)O)cc1)C(=O)Nc1ccc(Cl)cc1 (stereo not given) | 11 | 1 | 21 | 11 | 1.5 | -2 | -2 | i | -0.1 | nt
O=C(Nc1ccnn1C1CCN(Cc2ccccc2)CC1)C1CCOC1 (stereo not given) | 1 | 2 | -3 | 1 | -0.5 | 0 | -3 | i | 0.2 | -8
O=C(OCCOc1cccc(Cl)c1)c1ccc(F)c(S(=O)(=O)N2CCOCC2)c1 | 9 | -8 | 0 | 14 | 8.8 | -2 | -2 | i | -0.4 | -17
CCOC(=O)c1cc2n(c1N)-c1ccccc1C2=O | -9 | -11 | 4 | 78 | -1.4 | -14 | -1 | i | 0.4 | -21
CN(CC(=O)Nc1ccccc1Cl)C(=O)c1cccc(S(=O)(=O)N2CCN(Cc3ccccc3)CC2)c1 | 6 | 2 | 1 | 5 | 0.9 | 5 | -1 | i | -0.8 | -2
COC(=O)/C=C1\OCc2ccccc21 | -3 | nt | nt | nt | -0.2 | 0 | nt | nt | 0.2 | nt
CCCOc1cccc(C(=O)NC(=S)Nc2ccccc2)c1 | -3 | -2 | 0 | 17 | 0.8 | -4 | 2 | i | -0.5 | -4
CCCNC(=O)C1(CC2CC(c3ccccc3)=NO2)CCN(C(=O)OC(C)(C)C)CC1 (stereo not given) | 2 | -3 | -7 | -1 | -1.6 | 3 | -1 | i | -0.1 | 0
Cn1c(=O)c2cc(NC(=O)NCCc3ccccc3)ccc2n1Cc1cccc(C(F)(F)F)c1 | 2 | -15 | -1 | -4 | 1.5 | 4 | 0 | i | 0.1 | nt
CCOC(=O)C1=C(N)OC2=C(C(=O)CC(C)(C)C2)C1c1ccc(CC)s1 (stereo not given) | -6 | 7 | 2 | 22 | 2.1 | 0 | 2 | i | -0.1 | -5
CCOc1ccccc1C(=O)Nc1cccc2cccnc12 | -1 | 0 | -7 | 4 | 2.7 | -4 | -2 | i | -1.1 | -3
Cc1cccc(OCC(=O)NNC(=O)Cn2c(=O)cnc3ccccc32)c1 | 3 | 2 | -5 | 0 | -0.3 | -9 | -1 | i | -0.2 | -4
Cc1cc(C)cc(NC(=S)N2CCC(N(C)CC3CCCO3)CC2)c1 (stereo not given) | 2 | -1 | -1 | -21 | -3.3 | 2 | 0 | i | -0.2 | 9

Looked up above:
`COc1ccc(-n2c(-c3ccc(Cl)cc3)c[n+]3c2CCCCC3)cc1` in LMPTP block is listed with -0.7
`CCC(Sc1nc2ccsc2c(=O)n1Cc1ccc(C(=O)O)cc1)C(=O)Nc1ccc(Cl)cc1` (stereo not given) in STEP block is listed with -2
`O=C(Nc1ccnn1C1CCN(Cc2ccccc2)CC1)C1CCOC1` (stereo not given) in NadD inh is listed with -3
`CN(CC(=O)Nc1ccccc1Cl)C(=O)c1cccc(S(=O)(=O)N2CCN(Cc3ccccc3)CC2)c1` in STEP block is listed with -1
